ELG1 DNA repair: inhibitors of ELG1-dependent DNA repair in HEK293T cells; HEK293T ELG1-luciferase reporter, luminescence, 16 h; DNA damage induced by 5-fluorouridine; Potency, µM (highest dose often 46.1 µM), inactives show top-dose activity change, negative = inhibition, actives largely listed as inhibitors; 2.3% of 330,000 active; AID 504467; further: potency means the concentration at half of the fitted maximal effect; on the % scale 0 is the no-effect control and ±100 the full control effect; nearly all actives have a fitted effect of over 55% in size
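Reporter activity after DNA damage by 5-fluorouridine is monitored. Compound-treated cells incubate 16 hr at 37 °C, then ONE-Glo is added for 30 min before luminescence reading.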
TSHR antagonist: blocks TSH signaling through the human TSH receptor; 0.2% of 330,000 active; AID 504810; activity change, negative = inhibition, % at 11.5 µM; P16473; TSHR-expressing cells, TSH-stimulated cAMP HTRF, 2 h; stronger effect = lower value;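 active means activity change below a set negative limit, meaning inhibition stronger than a set level, cut at about -70% in these data; inconclusive means activity change between two set negative limits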; further: on the % scale 0 is the no-effect control and ±100 the full control effect
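Freshly harvested TSHR cells receive pin-tooled compound, then EC80 TSH at 4nM final. After 2 hours at 37 deg C, antibody in lysis buffer and cAMP-d2 are added; 30 minutes at ambient temperature precede the HTRF read.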
KCNH2 3.1 inh: inhibitors of human KCNH2 3.1 potassium channel isoform; U2OS KCNH2 3.1, thallium flux FluxOr; stronger effect = lower value; activity change, % (tested at about 1.8 µM); 0.95% of 340,000 active;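 active means maximum activity change below -70%; inconclusive means maximum activity change from -70% to -50%; inactive means maximum activity change above -50%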;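 further: thallium influx rate constant from kinetic fluorescence after stimulation buffer; on the % scale 0 is the no-effect control and ±100 the full control effect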
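We transduce U2OS cells with the mutant 3.1 virus, culture them overnight, load FluxOr with Red40 quencher for 45 min, then add stimulation buffer and read kinetically for 2 min to derive a normalized rate constant.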
hERG WT inh: blocks the wildtype human KCNH2 potassium channel; U2OS, BacMam KCNH2, thallium flux FluxOr; stronger effect = lower value; activity change, % at 1.84 µM; 0.37% of 340,000 active; AID 720551;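 active means maximum activity change below -70%; inconclusive means maximum activity change between -70% and -50%; inactive means maximum activity change above -50%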; further: on the % scale 0 is the no-effect control and ±100 the full control effect
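U2OS cells transduced with wild-type KCNH2 virus are loaded with FluxOr dye for 45 min, and thallium flux is measured in kinetic reads before and after stimulation buffer. Rate constants are normalized to DMSO controls.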
Mito fusion act: inhibitors of mitochondrial division or activators of mitochondrial fusion | S. cerevisiae fusion-defective mutant growth rescue, CellTiterGlo 48 h | Potency, µM (top dose mostly 46.1 µM), inactives show at the highest dose growth rescue (activation), usual class: activators | 0.23% of 320,000 active;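 further: potency means the concentration at half of the fitted maximal effect; % of control where 0% means no effect; nearly all actives have a fitted effect of over 45% in size; temperature-sensitive fusion mutants such as fzo1-1 at 37 °C on non-fermentable ethanol glycerol medium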
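Growth-rescue viability read-out: after 48 h at the non-permissive 37C in glycerol/ethanol YPEG, yeast mitochondrial fusion mutants are measured by CellTiterGlo luminescence; compounds (23 nl pinned per well) restoring growth score as division inhibitors or fusion activators.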
A-T KAP1 phos: potential ataxia-telangiectasia treatment | […] A-T fibroblasts, KAP-1 phosphorylation AlphaLISA; neocarzinostatin DNA damage 30 min before lysis | 0.19% of 320,000 active | Potency, µM (highest dose often 57.5 µM), inactives show at the highest dose activation, usual class: activators; further: potency means the concentration at half of the fitted maximal effect; % of control where 0% means no effect; nearly all actives have a fitted effect of over 45% in size
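hTERT-immortalized A-T patient fibroblasts ([…]), 500 cells/well in OPTI-MEM, 1% FBS, got compounds for 60 min, then NCS for 30 min at 37C. Lysates were then assayed for phospho-KAP-1 by AlphaLISA (anti-pKAP1 donor, anti-KAP1 acceptor beads), 6 hr at 25C.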
USP2a block: USP2a (human) protease inhibition; O75604; USP2 core, Ub-CHOP2 coupled fluorogenic reporter, 485/531; Potency, µM (top dose mostly 38.3 µM), inactives show top-dose activity change, negative = inhibition, usual class: inhibitors; 0.01% of 330,000 active; AID 463254;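 further: potency means the concentration at half of the fitted maximal effect; plate controls were DMSO wells for no effect and full inhibition by NEM control for full effect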
Target sequence (O75604 whole entry, looked up): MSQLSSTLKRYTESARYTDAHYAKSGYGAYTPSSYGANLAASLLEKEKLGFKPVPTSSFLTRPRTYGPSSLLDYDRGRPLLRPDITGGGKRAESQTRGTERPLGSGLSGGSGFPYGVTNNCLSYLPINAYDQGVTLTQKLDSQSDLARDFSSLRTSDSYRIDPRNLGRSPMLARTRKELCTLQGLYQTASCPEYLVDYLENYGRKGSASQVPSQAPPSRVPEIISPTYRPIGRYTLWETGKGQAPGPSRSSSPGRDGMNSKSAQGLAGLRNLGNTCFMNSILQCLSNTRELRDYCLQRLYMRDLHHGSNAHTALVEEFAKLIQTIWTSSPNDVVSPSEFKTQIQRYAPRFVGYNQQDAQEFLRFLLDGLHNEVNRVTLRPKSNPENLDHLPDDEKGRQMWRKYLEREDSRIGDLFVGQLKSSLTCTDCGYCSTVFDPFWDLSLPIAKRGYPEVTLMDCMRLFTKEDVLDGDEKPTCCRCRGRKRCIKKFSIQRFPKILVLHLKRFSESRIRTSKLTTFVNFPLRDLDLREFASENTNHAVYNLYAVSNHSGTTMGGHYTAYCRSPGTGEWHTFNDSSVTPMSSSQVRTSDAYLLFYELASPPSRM
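Deubiquitinase activity read as fluorescence (485/531 nm) after Ub-CHOP2 cleavage activates the enterokinase reporter on its substrate; USP2 core 10nM, Ub-CHOP2 and substrate 25nM each, 30min compound preincubation then 60min RT; data normalized to NEM, curves fitted.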
TRPV1 agonist: activates the human vanilloid receptor TRPV1 | TRPV1-expressing cells, Fluo-8 calcium influx, agonist mode | 0.19% of 320,000 active | activation, % at 8.33 µM | Q8NER1 | AID 540275; in the data active means activation above about 80%; inconclusive means between about 30% and that limit; further: 0% is about no effect
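Cells expressing TRPV1 were dye-loaded with Fluo-8 and read kinetically: 10 s baseline, 3 min after compound (agonist portion), then 2 min after EC20 capsaicin (allosteric enhancer portion). Calcium-bound dye fluorescence at 480/520 nm.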
Eya2 inh: blocks the phosphatase activity of human Eya2; recombinant Eya2, OMFP fluorescence dephosphorylation (OMFP is methylfluorescein phosphate); Potency, µM (highest dose often 76.9 µM), inactives show top-dose activity, negative = inhibition, actives largely listed as inhibitors; 0.006% of 330,000 active; O00167; further: potency means the concentration at half of the fitted maximal effect; on the % scale 0 is the no-effect control and ±100 the full control effect
Target sequence (O00167 whole entry, looked up): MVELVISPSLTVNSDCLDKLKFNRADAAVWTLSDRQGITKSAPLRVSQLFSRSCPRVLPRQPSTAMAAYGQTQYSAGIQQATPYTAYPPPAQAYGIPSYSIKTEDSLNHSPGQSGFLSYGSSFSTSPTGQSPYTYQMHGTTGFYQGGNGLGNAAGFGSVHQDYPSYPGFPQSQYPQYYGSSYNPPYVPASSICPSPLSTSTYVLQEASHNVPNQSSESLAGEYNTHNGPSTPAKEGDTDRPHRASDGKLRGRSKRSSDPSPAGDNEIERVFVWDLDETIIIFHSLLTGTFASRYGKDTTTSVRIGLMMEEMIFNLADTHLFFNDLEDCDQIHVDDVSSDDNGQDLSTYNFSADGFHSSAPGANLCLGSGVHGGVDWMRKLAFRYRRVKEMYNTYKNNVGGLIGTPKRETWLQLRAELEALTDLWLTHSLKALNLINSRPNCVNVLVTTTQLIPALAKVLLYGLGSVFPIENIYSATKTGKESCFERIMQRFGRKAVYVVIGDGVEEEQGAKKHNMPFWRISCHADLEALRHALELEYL
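Eya2 (0.2 uM) preincubated 10 min at ambient with compound, then OMFP substrate added at 50 uM; 10 min reaction in 50 mM HEPES pH 7.5, 50 mM NaCl, 5 uM MgCl2, 0.05% BSA, 1 mM DTT. Fluorescence read at Ex 485/Em 525 nm.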
TCR activator: T cell receptor activation; primary human leukocytes, anti-CD3, IL-2 HTRF, 48 h; Potency, µM (highest dose often 9.22 µM), for the others: top-dose activation of IL-2 secretion, hits mostly activators; 330,000 tested, under 10 active; further: % of control where 0% means no effect
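48 hr co-incubation of compounds, a-CD3 beads and primary human leukocytes; IL-2 quantified homogeneously by HTRF with anti-IL-2 K and d2 conjugates.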
Active calls of the source: *; ? = inconclusive; · = no result given; [ ] = dose if it differs, or a comment. Unless noted, the call rests on the fitted dose curve; in most records, active means well fitted curve in the direction sought with a large enough effect; inconclusive means small, poorly fitted or top-dose-only effect, or another doubt; inactive means no such curve, though single readings can be large; an effect the other way counts as inactive or inconclusive. Only part of the results is shown; the hit share may differ from the screen's.

Value order – TSHR antagonist, Eya2 inh, A-T KAP1 phos, TRPV1 agonist, Mito fusion act, ELG1 DNA repair, USP2a block, TCR activator, KCNH2 3.1 inh, hERG WT inh
O=[N+]([O-])c1ccc(O)c2ncccc12
→ 17, 2%, -7%, 3, ?, ?, -7%, 9%, -1, -12
CC(C)n1c(S(=O)(=O)O)nc2ccccc21
→ 7, 6%, 4%, -1, -5%, -15%, 6%, 2%, -6, 0
CN(C)CCCN=Cc1c(O)n(Cc2ccc3c(c2)OCO3)c(=O)c2ccccc12
→ -1, 9%, -2%, 1, -1%, 22%, 3%, ·, ·, ·
Cc1ccc(C)c(N2CCN(C(=O)c3ccc(NS(=O)(=O)c4c(C)noc4C)cc3)CC2)c1
→ 13, -14%, -6%, 5, 2%, ?, -2%, -2%, -25, -5
O=C(Oc1cccc2c(OC(=O)N3CCOCC3)cccc12)N1CCOCC1
→ -5, ?, -1%, -1, 0%, 15%, 0%, 4%, -2, -12
CCN(C(=O)COC(=O)/C=C/c1cnc2ccccc2n1)C1CCS(=O)(=O)C1 (stereo not drawn)
→ 13, -10%, 1%, -6, -4%, 2%, -1%, 0%, -1, 18
O=C(Nc1cccc(Cl)c1Cl)c1ccc(-c2ccccc2)cc1
→ -5, 21%, -2%, 23, -2%, ?, -1%, -8%, 2, -16
Cc1ccc(N(C(=O)c2ccccc2Cl)C2=NC(C)CS2)c(C)c1 (stereo not drawn)
→ 2, -5%, 4%, 8, 5%, ?, -2%, 2%[46.1 µM], 6, 5
CNC(=S)SCCOc1ccccc1
→ -5, -2%, -5%, 4, -3%, ?, 3%, -6%, 6, 4
CC(C)(C)C(=O)Nc1cc(S(=O)(=O)Nc2ccc(Cl)cc2)ccc1Cl
→ -6, -5%, 4%, 2, 18µM*, -2%, -5%, 3%[46.1 µM], 5, -6

Copied from the listing for reference:
Value order – TSHR antagonist, Eya2 inh, A-T KAP1 phos, TRPV1 agonist, Mito fusion act, ELG1 DNA repair, USP2a block, TCR activator, KCNH2 3.1 inh, hERG WT inh
Cc1ccc(N(C(=O)c2ccccc2Cl)C2=NC(C)CS2)c(C)c1 (stereo not drawn)
→ 2, -5%, 4%, 8, 5%, ?, -2%, 2%[46.1 µM], 6, 5
CNC(=S)SCCOc1ccccc1
→ -5, -2%, -5%, 4, -3%, ?, 3%, -6%, 6, 4
CC(C)(C)C(=O)Nc1cc(S(=O)(=O)Nc2ccc(Cl)cc2)ccc1Cl
→ -6, -5%, 4%, 2, 18µM*, -2%, -5%, 3%[46.1 µM], 5, -6

The results go on.
Value order – TSHR antagonist, Eya2 inh, A-T KAP1 phos, TRPV1 agonist, Mito fusion act, ELG1 DNA repair, USP2a block, TCR activator, KCNH2 3.1 inh, hERG WT inh
CCOC(=O)C(C(C)=O)=C1SC2CS(=O)(=O)CC2S1 (stereo not drawn)
→ -2, 14%, 10%, 2, -4%, -2%, 2%, 0%, 3, -2
CCOC(=O)N/N=C/c1c(F)c(F)c(F)c(F)c1F
→ 10, 7%, -10%, 2, 5%, -4%, 2%, -10%[46.1 µM], -1, -5
O=C(Nc1nc2ccccc2[nH]1)c1ccc(F)cc1
→ 0, 8%, -4%, 9, -4%, ?, 2%, 1%, -97*, 5
C/C(=C/C(=O)N1CCN(C)CC1)C(=O)O
→ -2, 8%, 4%, 2, -3%, 0%, 2%, 3%[46.1 µM], -1, 3
COc1ccccc1N1CCN(C(=O)CSc2nc(C)c(Cc3ccccc3)c(=O)[nH]2)CC1
→ 2, -14%, 0%, 3, -4%, ?, -3%, 12%, 4, -5
Cc1ccc(-n2ncc3c(=O)n(CC(=O)NCc4ccco4)cnc32)cc1
→ -6, 7%, 2%, 1, -1%, -7%, -1%, 3%[46.1 µM], -10, -8
CCN(CC(=O)Nc1c(F)cccc1F)C(=O)CCC(=O)c1ccc(F)cc1
→ 1, -23%, 0%, -1, 3%, 21%, 1%, 0%, 0, -17
COc1ccc(-c2cn[nH]c2-c2ccc(OCc3ccccc3)cc2O)cc1
→ 27, ?, -18%, 1, 20%, 21µM*, -1%, -6%, -2, -1
CN1CCc2c(n(CC(O)CNCc3ccccc3)c3ccccc23)C1=O (stereo not drawn)
→ 10, -20%, ?, 11, -2%, -15%, 4%, 6%, -8, 3
CCOC(=O)N1CCN(C(=O)CN(Cc2ccccc2)S(=O)(=O)c2ccc(OC)c(Cl)c2)CC1
→ -12, -7%, 7%, 3, 4%, ?, 0%, 13%, 0, 1

(listing goes on)
Value order – TSHR antagonist, Eya2 inh, A-T KAP1 phos, TRPV1 agonist, Mito fusion act, ELG1 DNA repair, USP2a block, TCR activator, KCNH2 3.1 inh, hERG WT inh
CN1CCN(c2ccccc2NC(=O)c2cc(Br)ccc2Cl)CC1
→ -5, 19%, 6%, 6, -2%, -3%, 0%, -3%, -87*, -23
CCc1nnc(NC(=O)c2ccc3ccccc3n2)s1
→ -10, -8%, 7%, -12, 13%, ?, -1%, 3%, 6, 1
CC(=O)NC1CSCC1OC(C)=O (stereo not drawn)
→ -9, 11%, 10%, 1, -2%, 11%, 1%, -5%, -3, 4
CCc1ccc(NC(=O)CSc2nnc(-c3ccco3)o2)cc1
→ 11, -4%, -15%, 10, -3%, 12%, 0%, 3%, 4, -2
O=C(NCc1cccs1)c1cc(S(=O)(=O)N2CCOCC2)c(Cl)cc1Cl
→ -28, 7%, 23%, -1, -2%, -17%, -1%, 0%, -4, 28
CCOC(=O)c1c(CSc2ccccc2)oc2cc(Br)c(O)c(CN(C)C)c12
→ 1, -7%, -5%, 15, -3%, -12%, 0%, 4%, -2, 1
CCOC(=O)CN1CCC(c2ccccc2)CC1
→ 5, 12%, -3%, 14, 6%, 4%, -1%, 8%, 0, -8
COc1cc([N+](=O)[O-])ccc1NC(=O)Cc1ccccc1
→ -16, -11%, 4%, 1, 2%, -3%, 4%, 0%, 2, 1
Cc1cccc2sc(NC(=O)CSCc3ccccc3)nc12
→ -23, -25%, 6%, 14, 1%, -10%, -1%, -18%, -11, 13
O=C(OCC(CO)OC(CO)n1ccc(=O)[nH]c1=O)c1ccccc1 (stereo not drawn)
→ 6, 8%, -7%, 2, 0%, 5%, -1%, -10%, -2, 0

More results follow.
Value order – TSHR antagonist, Eya2 inh, A-T KAP1 phos, TRPV1 agonist, Mito fusion act, ELG1 DNA repair, USP2a block, TCR activator, KCNH2 3.1 inh, hERG WT inh
Cc1cccc(C)c1NC(=O)/C(C#N)=C/c1ccc(-c2ccc(C(=O)O)cc2)o1
→ -9, -9%, 5%, 0, 19%, ?, 1%, -3%, 2, 3
O=C(CNC(=O)c1sc2ccccc2c1Cl)NCc1ccccc1
→ -4, 1%, 3%, 11, 0%, -3%, 0%, -70%, -11, -1
COc1cc(OC)c(S(=O)(=O)N2CCN(C(=O)c3ccccc3F)CC2)cc1NC(C)=O
→ 8, -2%, -4%, -3, -3%, 9%, 3%, 0%, 0, 9
CCOc1ccc(NC(=O)c2ccc(NC(=S)NC3CCCCC3)cc2)cc1
→ -1, -5%, 0%, 9, -4%, ?, 0%, -2%, -5, 4
C=C(C)CC(c1ccccc1)N(C(C)=O)c1ccco1 (stereo not drawn)
→ -13, 2%, 0%, 12, 0%, 5%, 1%, 0%, 16, 3
O=C(c1n[nH]c2ccccc12)N1CCN(c2ccc(F)cc2)CC1
→ 5, -4%, 2%, ?, 0%, 12%, 1%, -6%, -8, -11
O=C(N/N=C/c1ccccc1O)c1cccc2ccccc12
→ -4, -11%, -16%, 20, -4%, -16%, 3%, ·, 14, -18
CCCNc1cc(=S)nc(N)[nH]1
→ 6, 4%, 0%, -2, 5%, ?, 2%, 0%, -7, -2
C=CCSc1nnc(-c2ccc(Cl)cc2Cl)o1
→ -11, 15%, 17%, 11, 4%, ?, 1%, -1%, -23, -9
CC(C)OP(=O)(c1ccc(N(C)C)cc1)C(O)c1ccccc1F (stereo not drawn)
→ -2, 0%, -6%, -1, 3%, 0%, 2%, -10%[46.1 µM], 12, 15
CC1CCCN(C(=O)c2nn(C)c3c2CS(=O)(=O)c2ccccc2-3)C1 (stereo not drawn)
→ -6, -3%, -6%, -1, 1%, -5%, 0%, -35%, -4, -21
NNC(=O)c1csc(Cc2c(Cl)sc3ccc(Cl)cc23)n1
→ -27, 8%, 21%, ·, 12%, 1%, 3%, 0%, -10, -1
COCc1cc(Sc2ccc(Cl)cc2)nc(-c2ccccc2)n1
→ 12, 20%, 13%, 3, -2%, -7%, 0%, -1%, -1, 0

An excerpt of these results, tab-delimited.
canonical_smiles	TSHR antagonist	Eya2 inh	A-T KAP1 phos	TRPV1 agonist	Mito fusion act	ELG1 DNA repair	USP2a block	TCR activator	KCNH2 3.1 inh	hERG WT inh
C=C(C)CC(c1ccccc1)N(C(C)=O)c1ccco1 (stereo not drawn)	-13	2%	0%	12	0%	5%	1%	0%	16	3
O=C(c1n[nH]c2ccccc12)N1CCN(c2ccc(F)cc2)CC1	5	-4%	2%	?	0%	12%	1%	-6%	-8	-11

Screening results from PubChem BioAssay.
